Assay outcomes: PubChem BioAssay, several laboratories
hDAT+cocaine = human DAT dopamine uptake with cocaine, either direction; Q01959; LLC-PK1 hDAT cells, [14C]-dopamine uptake with cocaine IC80; actives deviate in either direction; B-score at 10 µM; 1.3% of 110,000 active; AID 449768;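 active means Z score or B-score, a plate-position-corrected score, falls beyond the plate's 99.7% confidence bounds, in either direction; inactive means both scores lie inside the 99.7% bounds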;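 further: scored against the spread of the other compound wells on the same plate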
sEH activator = soluble epoxide hydrolase (human) activation; 0.04% of 91,000 active; AID 717; activation, % at 2 µM; P34913; purified human sEH enzymatic activity, activator screen; in the data active means activation above about 37%; further: values of inactives mirror those of a sister screen read the other way
sEH inh = blocks human soluble epoxide hydrolase activity; recombinant human sEH enzymatic activity assay; inhibition, % at 2 µM; 0.34% of 91,000 active; AID 707; P34913; in the data active means inhibition above about 80%; further: values of inactives mirror those of a sister screen read the other way; many of its hits are not listed in these tables
CYP2C19 activ = increases human CYP2C19 enzyme activity; activation factor at 5 µM; P33261; 96,000 tested, under 10 active; recombinant CYP2C19, luciferin-H EGE luminescence; hits give high values; 0 = fully inhibited enzyme, 1 = untreated enzyme;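 active means activation factor of at least 2 at 5 µM in the primary screen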;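 further: 0 = wells with 2.5 mM tranylcypromine and 1 = vehicle-only wells; values of inactives mirror those of a sister screen read the other way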
Target sequence (P33261 whole entry, looked up): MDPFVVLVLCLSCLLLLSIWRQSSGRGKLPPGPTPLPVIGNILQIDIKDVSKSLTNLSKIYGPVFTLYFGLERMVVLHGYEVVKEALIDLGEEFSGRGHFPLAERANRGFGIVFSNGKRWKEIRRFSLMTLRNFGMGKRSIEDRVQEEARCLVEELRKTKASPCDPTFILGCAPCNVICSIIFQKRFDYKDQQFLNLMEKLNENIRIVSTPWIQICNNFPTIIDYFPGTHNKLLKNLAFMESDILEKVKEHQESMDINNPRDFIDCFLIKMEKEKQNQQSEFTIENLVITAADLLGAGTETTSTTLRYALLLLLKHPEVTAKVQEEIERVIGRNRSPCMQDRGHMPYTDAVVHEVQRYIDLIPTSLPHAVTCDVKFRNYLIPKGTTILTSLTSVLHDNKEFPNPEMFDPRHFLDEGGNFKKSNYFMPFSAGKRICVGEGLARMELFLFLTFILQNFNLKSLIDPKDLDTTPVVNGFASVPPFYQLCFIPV
S1P2 blocker = antagonists of human S1P2 receptor; O95136; cell-based S1P2 antagonist assay, inhibition at 5 uM; inhibition, % at 5 µM; 0.21% of 97,000 active; in the data active means inhibition above about 45%;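 further: CRE beta-lactamase reporter cells expressing human S1P2 stimulated with S1P; 0% = agonist at EC80 alone and 100% = agonist plus reference antagonist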
Target sequence (O95136 whole entry, looked up): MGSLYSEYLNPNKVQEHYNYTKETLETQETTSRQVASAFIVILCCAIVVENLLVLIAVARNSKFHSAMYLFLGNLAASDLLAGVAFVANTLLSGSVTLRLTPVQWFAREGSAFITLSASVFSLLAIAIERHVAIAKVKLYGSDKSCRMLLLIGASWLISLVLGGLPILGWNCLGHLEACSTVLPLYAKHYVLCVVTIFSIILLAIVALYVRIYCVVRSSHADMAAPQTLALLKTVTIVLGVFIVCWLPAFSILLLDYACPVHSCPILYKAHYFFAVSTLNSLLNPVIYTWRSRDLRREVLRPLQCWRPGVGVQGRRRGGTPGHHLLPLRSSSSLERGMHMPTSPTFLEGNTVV
PostGolgi yeast = growth inhibition of a yeast mutant, post-Golgi transport screen | 0.9% of 98,000 active | AID 739 | post-Golgi transport phenotypic cell assay | inhibition, % at 10 µM;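 further: yeast cells grown in 1536-well plates; yeast grown about 18 h at 30C before absorbance read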
PostGolgi ctrl = inhibits growth of the yeast control strain. inhibition, % at 10 µM. AID 738. 5% of 98,000 active. efflux-deficient yeast background strain, growth absorbance A615, 16 h
CYP2C19 inhib = inhibitors of human CYP2C19. P33261. CYP2C19 Supersomes, luciferin-H EGE luminescence, 30 min. inhibition, % at 5 µM. 21% of 96,000 active. AID 778;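 active means CYP2C19 inhibition above a set limit at 5 µM in the primary screen, cut at about 50% in these data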;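 further: plate controls were negative control wells for no effect and 2.5 mM tranylcypromine positive control for full effect; values of inactives mirror those of a sister screen read the other way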
S1P2 agonist = S1P2 (human) receptor agonism; S1P2-expressing cell line, agonist reporter read-out; activation, % at 4.5 µM; 0.46% of 97,000 active; in the data active means activation above about 16%;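 further: 0% = vehicle low control and 100% = maximal reference agonist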
* hit, by the source's call; nt = not tested or not shown. Unless noted, no stated cut-off is given here; in the data, active means inhibition above about 30%; inactive means the rest.

SMILES	hDAT+cocaine	sEH activator	sEH inh	CYP2C19 activ	S1P2 blocker	PostGolgi yeast	PostGolgi ctrl	CYP2C19 inhib	S1P2 agonist
COc1ccc(N2C(=O)C3C4C=CC(CC4)C3C2=O)c([N+](=O)[O-])c1 (centres undefined)	-0.63	4	-1	0.9	8	1	21	11	-9
NC(=O)Cn1c(=O)n(CCCC(=O)NC2CCN(Cc3ccccc3)CC2)c(=O)c2ccccc21	-1.5	-13	14	0.9	-14	-1	1	7	-3
O=C(Cn1nc(C(F)(F)F)c2c1CCCC2)NCCN1CCOCC1	0.073	-3	1	0.4	22	-6	-3	64*	-4
O=C(NNC(=O)c1cc2cc3ccccc3nc2s1)c1cccc(Cl)c1	0.26	13	-6	0.8	2	4	-7	16	-1
COc1ccc(C(=O)NC(C)c2cc(OC)c(OC)cc2Br)cc1 (centres undefined)	-0.83	8	-6	0.8	1	1	-2	16	-3
O=C(NCC1CCCO1)[C@@H]1CSC2c3ccccc3C(=O)N21 (some centres undefined)	0.1	2	-2	0.9	-1	-1	12	14	-1
CN1CCc2c(c3c(n2C)CCN(C)[C@H]3c2ccccc2F)[C@@H]1c1ccccc1F	-0.36	-14	16	0.9	11	-6	8	6	-5
COc1cccc(=O)c2c(C)n(C)c(C)c12	-0.0054	11	-13	1	23	-4	7	-1	-4
C=CCn1c(-c2ccco2)n[nH]c1=S	1.3	-9	9	0.8	-4	-10	10	20	-4
Cc1cc(N2CCN(c3ccc(F)cc3)CC2)nc(-c2ccccc2)n1	-0.0041	6	-6	nt	-19	nt	nt	nt	-4
Cc1ccc(N=C2SCCCN2C(=O)c2ccco2)cc1Cl	0.27	-3	4	0.8	9	0	19	21	-7
Clc1ccccc1CSc1ncn(-c2ccccc2)n1	-0.71	11	-11	nt	6	nt	nt	nt	-2
O=C(c1ccc(F)cc1)C1CCN(C(=O)N2CCOCC2)CC1	0.031	2	-4	1.1	12	3	7	-8	-3
Cn1nnc(NCc2cc(Br)ccc2OCc2cccs2)n1	9.8*	-6	4	0.6	-17	-2	7	37	-6
Cc1cccc(-c2c3c(=O)n(C)c(=O)n(C)c3cn2C(C)C)c1	nt	nt	nt	0.8	-24	-1	15	22	-8
COc1ccc(S(=O)(=O)N2CCN(C(=O)c3cccc(Cl)c3)CC2)cc1	1.1	-6	11	0.6	-14	2	15	39	-7
O=C(Nc1ccc2nc(-c3ccco3)c(-c3ccco3)nc2c1)N1CCCCCC1	0.048	nt	nt	1	nt	-2	1	-2	nt
CC1(C(=O)O)CCC(C(=O)NC2CCCCC2)C1(C)C (centres undefined)	-0.1	7	-8	1	1	0	10	-2	-2
O=C(NCc1ccccc1)c1cc(S(=O)(=O)N2CCOCC2)ccc1F	-1.2	nt	nt	0.9	nt	1	1	14	nt
c1ccc(-c2nc3ccccc3o2)nc1	nt	-1	0	0.8	-9	-30	1	19	-7

Profiles as entered above. Order of screens: hDAT+cocaine | sEH activator | sEH inh | CYP2C19 activ | S1P2 blocker | PostGolgi yeast | PostGolgi ctrl | CYP2C19 inhib | S1P2 agonist
O=C(NCc1ccccc1)c1cc(S(=O)(=O)N2CCOCC2)ccc1F is entered as -1.2 | nt | nt | 0.9 | nt | 1 | 1 | 14 | nt
O=C(Cn1nc(C(F)(F)F)c2c1CCCC2)NCCN1CCOCC1 is entered as 0.073 | -3 | 1 | 0.4 | 22 | -6 | -3 | 64* | -4
CN1CCc2c(c3c(n2C)CCN(C)[C@H]3c2ccccc2F)[C@@H]1c1ccccc1F is entered as -0.36 | -14 | 16 | 0.9 | 11 | -6 | 8 | 6 | -5
O=C(c1ccc(F)cc1)C1CCN(C(=O)N2CCOCC2)CC1 is entered as 0.031 | 2 | -4 | 1.1 | 12 | 3 | 7 | -8 | -3

The results go on.
SMILES	hDAT+cocaine	sEH activator	sEH inh	CYP2C19 activ	S1P2 blocker	PostGolgi yeast	PostGolgi ctrl	CYP2C19 inhib	S1P2 agonist
CCCCn1c(SCC(=O)N2c3ccccc3CCc3ccccc32)nc2c1c(=O)n(C)c(=O)n2C	-0.33	12	-9	nt	-16	nt	nt	nt	-2
CC(=O)NCc1ccc2[nH]c(C)cc2c1	-0.19	nt	nt	1	-4	0	3	-1	-7
CC(C)C(C(=O)Nc1ccccc1)N1C(=O)c2ccccc2C1=O (centres undefined)	-0.72	7	-8	nt	21	1	-12	nt	-1
OCCNCc1cc(Br)ccc1OCc1ccc(Cl)cc1	nt	10	-6	0.5	19	-6	1	53*	-8
CCOc1cc(S(=O)(=O)N2CC=C(c3ccc(F)cc3)CC2)c(OCC)cc1-n1cnnn1	-0.065	3	-2	0.9	-19	0	101*	11	-4
CCCCCc1c(C)nc(N2CCOCC2)[nH]c1=O	-0.0099	7	-10	0.6	1	3	4	37	-1
COc1ccc(-c2nc(CSCC(=O)NCc3ccco3)c(C)o2)cc1	-0.64	1	1	0.8	17	-5	12	15	-1
Fc1cccc(Cl)c1-c1nnc2ccc(N3CCOCC3)nn12	-0.64	7	-7	0.6	-78	6	-4	42	8
CCC(C)NC(=O)Cn1nc(C(F)(F)F)c2c1CCCC2 (centres undefined)	0.68	4	-3	nt	-5	nt	nt	nt	-2
Cc1cc2cc(CNC(=O)c3ccc(S(=O)(=O)N(C)C)cc3)ccc2n1C	-0.8	-32	34	0.8	6	3	31*	16	-5
CCOC(=O)c1c(C)[nH]c(C(=O)Cn2c(=O)c3c(ncn3CC)n(Cc3ccccc3)c2=O)c1C	0.68	5	-6	nt	-27	-9	7	nt	-2
Cc1cc(NC(=O)c2cc3ncc(Br)cn3n2)no1	-0.38	-9	8	1.1	-9	0	9	-8	-5
COc1ccc2[nH]c(C)c(CCN3C(=O)OC(C)(C)C3(C)O)c2c1 (centres undefined)	-0.55	-7	6	0	14	-9	13	99*	-5
CCC1=NN(C(=O)C(=O)Nc2ccc(OC)cc2)C(O)(C(F)(F)F)C1 (centres undefined)	0.61	14	-13	0.9	0	2	9	14	-3
CCCCN(CC)C(=O)c1ccc(Cl)c(Cl)c1	-0.78	3	-5	0.2	-11	1	8	84*	-5
COc1ccc2c(c1)C(C)=CC(C)(C)N2C(=O)CN1C(=O)CCC1=O	-0.19	-8	8	nt	-14	nt	nt	nt	-1
O=C1NC(c2ccccc2)=C(c2nc3ccccc3s2)C(c2ccccc2)N1 (centres undefined)	1.1	-2	4	0.3	-7	2	23	71*	0
Cc1ccccc1-c1nc(CN2CCCC(C(=O)NCc3cccnc3)C2)c(C)o1 (centres undefined)	1.2	-2	4	1	17	1	2	5	-1
Clc1ccc(-c2nnc(SCc3nc(-c4ccccc4)no3)o2)cc1	-0.22	0	-3	0.9	9	-11	2	10	-7
COC(=O)CCS(=O)(=O)c1nc(-c2ccccc2)cc(C(F)(F)F)n1	-0.94	2	-2	0.6	-11	0	57*	36	-2
CCOC(=O)CSc1ncc(OC)c(=O)[nH]1	1	4	-2	1	14	1	1	1	-2
Cn1c(CCN2CCCCC2)nc2cc(NS(=O)(=O)c3ccc(F)cc3)ccc21	-0.55	nt	nt	1	nt	7	1	4	nt
CC1Cc2ccccc2N1C(=O)CSc1nnc(Cc2ccccc2)n1CCc1ccccc1 (centres undefined)	nt	-13	14	0.1	1	-1	19	92*	-2
Cc1ccc(-n2ncc3c(=O)[nH]c(SCC(=O)N4CCCc5ccccc54)nc32)cc1	0.63	-12	9	0.9	23	-5	25	11	-1
CC(C)(C)C(=O)C(Cc1ccccc1)n1cncn1 (centres undefined)	-0.58	3	-6	0.7	2	51*	45*	31	-4
COc1ccc(-n2nc(C(=O)O)nc2-c2ccccc2)cc1	0.013	-1	4	1	-13	0	7	4	-4
Cc1ccc(N(C(=O)Nc2ccccc2)C2=NCC(C)S2)cc1 (centres undefined)	0.028	3	-1	0.3	-2	-3	6	71*	-2
CN(C)C(CNC(=O)c1cccnc1Sc1ccccc1)c1ccco1 (centres undefined)	-0.016	-7	5	0.9	0	10	-1	12	-8
O=C(COc1ccccc1)Nc1ccc(OC(F)(F)C(F)F)c(NC(=O)COc2ccccc2)c1	-0.53	2	-1	0.8	10	-9	2	17	-3
O=C(Nc1nc(N2C(=O)c3ccccc3C2=O)n(-c2ccccc2)n1)c1ccc(F)cc1	1.3	12	-9	1	9	-2	1	3	-11
CCOC(=O)c1cc(C(=O)OCC)c2cc(Br)ccc2n1	1.2	-6	6	0.5	-2	-4	6	47	-5
Cn1cccc1Cc1nnc(SCC(=O)NCc2ccc3c(c2)OCO3)n1CCc1ccccc1	0.14	-8	11	0.1	8	2	-2	88*	-6
CC1CC1C(=O)OCC(=O)NCc1ccc(Cl)cc1Cl (centres undefined)	nt	-11	11	0	6	1	3	100*	-6
Cc1ccc(S(=O)(=O)N2CCN(C(=O)c3ccc(OCc4c(C)noc4C)cc3)CC2)cc1	-0.67	-2	1	1	19	2	-5	3	-9
CCc1cc(=O)oc2c(CN3CCN(C)CC3)c(O)c(Cl)cc12	-0.48	10	-9	1.1	-39	-2	5	-11	11
N=c1sccn1CC(=O)Nc1ccccc1Oc1ccccc1	-0.96	-8	10	0.8	-15	-6	-10	23	-8
CCOCC(=O)Nc1nnc(COC)s1	-0.29	4	0	1	1	-4	-4	-5	-4
CCCCN(CCCC)CCCNC(=O)C12CN(Cc3ccccc3)CC1C(c1cccc([N+](=O)[O-])c1)=NO2 (centres undefined)	0.13	-9	7	0.8	9	2	-3	22	-11
CCOC(=O)N1CCC(N2Cc3cccc(C(=O)NC(C)c4ccc5c(c4)OCCO5)c3C2=O)CC1 (centres undefined)	0.22	-13	16	0.2	-5	-5	2	82*	-2
COc1ccc(/C=C2/SC(=S)N(CCC(=O)O)C2=O)cc1	-0.0019	6	-9	0.7	8	10	3	25	-4
O=C(Nc1nnc(-c2ccco2)s1)C1CCCCC1	0.56	-1	2	0.9	10	-4	4	12	-7
COc1ccc(-c2nnn(CC(=O)N(CC(=O)NCCC(C)C)c3ccccc3)n2)cc1OC	-0.037	-13	11	0.7	0	-4	29	32	-8
COc1ccc2c(c1)c(C(=O)CNc1nc(C)cs1)c(C)n2C	1.1	15	-18	0.9	-11	-4	20	9	-4
COCCn1c(CN2CCC(Cc3ccccc3)CC2)nc2c1c(=O)n(C)c(=O)n2C	-0.37	-3	5	0.5	-17	6	12	49	-2
CCCCOC(=O)Nc1ccccc1C(=O)OC	0.92	8	-9	0.9	-13	-4	-1	9	-1
CC(=O)Nc1ccc(S(=O)(=O)N2CCN(C(=O)N3CCCCCC3)CC2)cc1	0.27	-21	25	0.8	10	10	-1	23	-2
COc1ccc(CCN2C(=O)CC(N3CCN(c4ccccn4)CC3)C2=O)cc1OC (centres undefined)	1.8	-6	4	0.9	16	-2	4	9	-2
O=C(COc1ccccc1Br)NCc1ccccn1	-2.3	-12	11	0.3	7	-6	32*	65*	-3
CSc1cccc(NC(=O)C2CCCN(S(=O)(=O)c3ccc(F)cc3)C2)c1 (centres undefined)	-0.15	-37	37	0.6	-1	3	11	40	-1
O=C(CSc1nnc(-c2ccccc2)o1)N1CCN(c2ccccc2)CC1	-1.2	1	2	1.2	-19	19	2	-17	-4
Cc1ccc(S(=O)(=O)c2c(C)cc(C)nc2Cl)cc1	-0.71	21	-18	0.1	5	-7	-4	94*	0
Nc1nc2n(c1C(=O)c1ccccc1)CCC2	-0.94	-10	15	0.9	-6	4	5	12	-7
Cc1cc(C)n(-c2cc(N3CCN(C(=O)c4ccccc4C)CC3)ccc2[N+](=O)[O-])n1	1.1	-8	7	nt	21	nt	nt	nt	-4
COc1nc(Nc2ccc(-c3nc4ccccc4o3)cc2)nc(N2CCOCC2)n1	-0.53	1	-3	nt	6	nt	nt	nt	-3
O=C(CN(C(=O)CCC(=O)Nc1nccs1)c1ccc(F)c(Cl)c1)NCc1ccco1	-0.11	nt	nt	0.2	nt	2	2	76*	nt
CC(=C/c1ccccc1)/C=C1/SC(N2CCOCC2)=NC1=O	nt	2	-1	0.9	-12	1	15	6	-5
O=C(NC1CCCCCCC1)C1=COCCO1	-1.4	nt	nt	0.9	nt	-22	2	7	nt
Cc1nc(C)c(C(=O)C2=C(O)C(=O)N(CCN(C)C)C2c2ccccc2)s1 (centres undefined)	-1.1	nt	nt	1.2	17	0	-3	-16	-1
